High-throughput results (PubChem BioAssay)
RGS4 block: inhibitors of human RGS4; P49798; HEK293 M3R/RGS4 inducible, Fluo-4 calcium flux; hits give high values; triggered by carbachol at its EC20; B-score at 10 µM; 310,000 compounds, 0.45% hits; AID 463165;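 active means B-score, a plate-corrected calcium signal, over three deviations above library mean, with baseline fluorescence within five deviations of library mean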;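 further: RGS4 expression induced by doxycycline in cells with stable M3 receptor; B-score is computed from the integrated fluorescence ratio over baseline after carbachol; higher B-score means a larger calcium signal and so more RGS4 inhibition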
RGS4 pot: potentiators or activators of RGS4 | HEK293 M3R/inducible RGS4, carbachol calcium flux Fluo4; hits give low values | B-score at 10 µM | 310,000 compounds, 0.92% hits;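 active means B-score of the integrated calcium signal more than 4 SD below the library mean, with starting fluorescence not abnormally high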;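 further: negative B-score means reduced calcium response which marks RGS4 activation or potentiation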
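System – HEK293 FlpIn-TREx cells, stable M3R, doxycycline-inducible RGS4 · Reagent – ECmax carbachol challenge · Times – compound preincubation 20 min at room temperature before agonist · Technique – Fluo4 fluorescence kinetic imaging of calcium · Measure – B score of integrated Fluo4 ratio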
KCNQ1 inh: human KCNQ1 channel inhibition; P51787; CHO-K1 KCNQ1, FluxOR thallium flux fluorescence; hits give high values; B-score at 10 µM; 310,000 compounds, 1.3% hits;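 active means compounds whose thallium flux B-score, printed positive for inhibition, exceeds three library SD while starting fluorescence stays within three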;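 further: channel opened by potassium depolarization with thallium stimulus after 20 min compound exposure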
TMEM16A inh: inhibitors of mouse TMEM16A calcium-activated chloride channel. HEK293 TMEM16A/YFP iodide influx fluorescence, ionomycin. Q8BHY3. 310,000 compounds, 1.2% hits. normalized B-score (activity score, 25-100; higher = stronger inhibition) at 10 µM. AID 588511;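 active means ratio plate-corrected score three or more library SD toward inhibition, starting fluorescence score within five deviations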;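 further: score derived from kinetic fluorescence span divided by baseline fluorescence per well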
Target sequence (Q8BHY3 whole entry, looked up): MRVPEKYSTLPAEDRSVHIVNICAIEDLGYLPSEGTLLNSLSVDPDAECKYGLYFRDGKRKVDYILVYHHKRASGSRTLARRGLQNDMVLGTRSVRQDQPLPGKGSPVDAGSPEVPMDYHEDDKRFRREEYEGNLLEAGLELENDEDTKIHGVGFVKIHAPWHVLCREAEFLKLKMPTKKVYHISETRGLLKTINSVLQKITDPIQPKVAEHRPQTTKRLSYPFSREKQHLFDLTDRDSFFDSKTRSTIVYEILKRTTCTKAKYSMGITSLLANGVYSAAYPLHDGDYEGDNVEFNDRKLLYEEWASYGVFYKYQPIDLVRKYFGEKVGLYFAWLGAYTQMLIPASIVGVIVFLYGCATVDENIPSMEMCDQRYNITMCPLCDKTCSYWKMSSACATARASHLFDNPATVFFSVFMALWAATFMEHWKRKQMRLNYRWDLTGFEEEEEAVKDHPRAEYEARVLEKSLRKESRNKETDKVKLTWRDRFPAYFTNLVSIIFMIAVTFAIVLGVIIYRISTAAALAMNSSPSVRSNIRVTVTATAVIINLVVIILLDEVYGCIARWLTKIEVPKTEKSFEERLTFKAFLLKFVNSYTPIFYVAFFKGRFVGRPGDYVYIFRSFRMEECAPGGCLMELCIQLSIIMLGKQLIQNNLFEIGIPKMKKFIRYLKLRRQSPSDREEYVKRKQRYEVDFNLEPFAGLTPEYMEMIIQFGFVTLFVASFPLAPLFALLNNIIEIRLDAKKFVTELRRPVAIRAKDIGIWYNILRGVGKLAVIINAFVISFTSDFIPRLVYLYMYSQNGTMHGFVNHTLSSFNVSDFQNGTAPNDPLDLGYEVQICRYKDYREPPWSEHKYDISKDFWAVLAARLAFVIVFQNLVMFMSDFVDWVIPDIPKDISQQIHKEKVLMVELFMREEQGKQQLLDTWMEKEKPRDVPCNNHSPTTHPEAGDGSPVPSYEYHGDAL
KCNK9 inh: human KCNK9 channel inhibition. AID 488922. 310,000 compounds, 1.2% hits. B-score at 10 µM. HEK293 KCNK9, FluxOR thallium flux fluorescence; hits give low values. Q9NPC2;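 active means ratio B-score over 3 SD below the library mean, with starting fluorescence within 5 SD of its mean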;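 further: negative B-score means less thallium flux so channel inhibition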
KCNK3 inh: human KCNK3 channel inhibition, primary screen. O14649. CHO-KCNK3 thallium flux, FluxOR fluorescence; hits give low values. B-score at 10 µM. 340,000 compounds, 0.84% hits. AID 602410;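 active means B-score under library mean minus 4 SD, starting fluorescence ratio at most library mean plus 5 SD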;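 further: more negative B-score means stronger inhibition of thallium flux through KCNK3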
ANO1 activ: activators or potentiators of mouse TMEM16A chloride channel | Q8BHY3 | HEK293 TMEM16A/YFP-H148Q/I152L, iodide quench fluorescence; hits give low values | B-score at 10 µM | 340,000 compounds, 0.3% hits | AID 623877;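 active means fluorescence-ratio B-score plate-corrected deviation score at least 3 library SD below zero, with starting fluorescence score within 5 deviations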;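 further: channel opened by trigger with iodide after compound preincubation; score built on the fluorescence ratio of max minus min over baseline; more negative score means more quench and so TMEM16A activation or potentiation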
hERG rescue: shields human hERG channel from block by proarrhythmic agents; AID 1511; CHO-hERG, FluxOR thallium flux, dofetilide IC70 present; activation (rescue from dofetilide block), less the hit threshold, % at 10 µM; 310,000 compounds, 0.51% hits;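 active means activation above the mean of controls blocked by dofetilide plus 5 SD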;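 further: thallium influx through hERG after potassium depolarization seen as dye fluorescence rise; in these data hits start at about 4.7%; inactives centre near -7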
MrgX1 PAM: allosterically activates human MrgX1 receptor signaling; B-score at 10 µM; MrgX1-HEK293, Fluo-4 calcium flux, FDSS; hits give high values; 310,000 compounds, 0.63% hits; AID 588675; Q96LB2;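 active means plate-corrected calcium response at least 3 library SD above typical, normal starting fluorescence, not activating the receptor alone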;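 further: compound read alongside a low EC10 to EC30 dose of BAM8-22 agonist; peak minus trough fluorescence over baseline measured at the second addition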
MrgX1 ag: agonists of human MrgX1 receptor; MrgX1-HEK293 cells, Fluo-4 calcium fluorescence, agonist mode; hits give high values; AID 588627; Q96LB2; 310,000 compounds, 0.44% hits; B-score at 10 µM;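 active means calcium response B-score plate-corrected fluorescence ratio at least 3 library SD, with starting fluorescence B-score inside 5 SD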
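Material: MrgX1-expressing HEK293 cells; input: 15,000 cells per well; doses: test compound given as first of three sequential additions; schedule: overnight plating before 1 h dye loading; technique: Fluo-4 NW calcium-flux fluorescence, kinetic read; evaluation: baseline-normalised fluorescence change ratio, B-scored; control set: plate-wise positive and negative controls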
KCNQ1 act: potentiators or activators of human KCNQ1 potassium channel; CHO-K1 KCNQ1, thallium flux FluxOR fluorescence; hits give high values; B-score at 10 µM; 310,000 compounds, 0.35% hits;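 active means fluorescence ratio B-score, a plate-corrected score, at least three library SD, with initial intensity B-score within 5 SD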
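Doses: Single concentration per compound, DMSO matched to controls | Test system: KCNQ1-transfected CHO-K1 cells | Timing: 90 min dye loading and 20 min compound exposure, both at room temperature | Measured by: Kinetic FluxOR thallium fluorescence, 10-s 1-Hz baseline, 110-s post-stimulus read | Medium: Assay buffer with matched DMSO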
Starred values were filed as active, the others as inactive; i = inactive; / = no result given.

SMILES	RGS4 block	RGS4 pot	KCNQ1 inh	TMEM16A inh	KCNK9 inh	KCNK3 inh	ANO1 activ	hERG rescue	MrgX1 PAM	MrgX1 ag	KCNQ1 act
CCOC1Cc2ccccc2N(C(N)=O)c2ccccc21 (centres undefined)	i	i	i	i	i	i	i	1	i	i	i
Clc1ccc(-n2ncc3c(NCc4cccs4)ncnc32)cc1	i	i	i	i	i	i	i	-11	i	i	i
COCCCNc1nc(N)c([N+](=O)[O-])c(NC2CCCCC2)n1	i	i	i	i	i	i	i	-2	i	i	i
CCCCN(C)C(=O)CC(NS(=O)(=O)c1ccc(NC(C)=O)cc1)C(C)C (centres undefined)	i	i	i	i	i	i	i	-13	i	i	i
CCCn1c(SCC(N)=O)nnc1-c1ccco1	i	i	i	i	i	i	i	-9	i	i	i
CC(=O)c1ccc(-n2c(C)c(C(C)=O)c3cc(O)ccc32)cc1	i	i	i	i	i	i	i	-10	i	i	i
CCOC(=O)c1c(N)sn(-c2ccccc2)c1=S	i	i	i	i	i	i	i	-4	i	i	i
COc1ccc(S(=O)(=O)NCC2CCC(C(=O)N3CCC4(CC3)OCCO4)CC2)cc1 (centres undefined)	i	i	i	/	i	i	i	-10	/	/	i
CCn1c(SCC(=O)NCCc2ccccc2)nnc1-c1cccs1	i	i	i	i	i	i	i	-9	i	i	i
COC(=O)c1cc(NC(=O)Nc2cccc(Cl)c2)ccc1Cl	i	i	6*	i	i	i	i	-12	i	i	i
CCCCN1C(C)=CC(=C2C(=O)c3ccccc3C2=O)C=C1C	i	i	i	i	i	i	i	-4	i	i	i
O=C(N/N=C/c1ccncc1)C12CC3CC(CC(C3)C1)C2	i	i	i	i	i	i	i	-8	i	i	i
O=C(Cc1ccc(F)cc1)N1CCN(c2ccc([N+](=O)[O-])cc2)CC1	i	i	i	i	i	i	i	-2	i	i	i
CCCC(=O)NC(c1ccc(Cl)cc1Cl)c1ccc2cccnc2c1O (centres undefined)	i	i	i	i	i	i	i	-8	i	i	i
CCc1ccccc1NC(=O)/C(C#N)=C\c1ccc(Sc2ccccc2)o1	i	i	i	i	-11*	-9.4*	i	-3	i	i	i
N#Cc1ccc(OCCOCCNC2CCCC2)cc1	i	i	i	i	i	i	i	-8	i	i	i
Cn1c(=O)cc2c3c(c(N4CCCCC4)ccc31)C(=O)c1ccccc1-2	i	i	i	i	i	i	i	-2	i	i	i
CCOC(=O)c1c(-c2ccccc2)nc2ccc(Cl)cn12	i	i	i	i	i	i	i	-6	i	i	i
O=C(N/N=C/c1ccncc1)c1ccccc1OCc1ccc(Br)cc1	i	i	i	i	-8.9*	i	i	-9	i	i	i
O=C(O)CCC(=O)NCCn1c(-c2ccccc2)csc1=Nc1ccccc1	i	i	i	i	i	i	i	0	i	i	i
CS(=O)(=O)N1CCC(C(=O)Nc2cccc(C(F)(F)F)c2)CC1	i	i	i	i	i	i	i	-5	i	i	i
O/N=C\c1cccn1-c1ccc(Br)cc1	i	i	i	i	i	i	i	-13	i	i	i
COc1ccc(C(C)=O)cc1COc1cc(C)c(Cl)c(C)c1	i	i	i	i	i	i	i	-6	i	i	i
CC(C)(C)c1cc(C(=O)N/N=C/c2ccccc2O)n(-c2ccccc2)n1	i	i	i	i	i	i	i	-6	i	i	i
Nc1nc(SCC(=O)Nc2ccc(Cl)cn2)n[nH]1	i	i	i	i	i	i	i	-7	i	i	i

Reprinted from the part before: 4 entries, then new ones.
SMILES	RGS4 block	RGS4 pot	KCNQ1 inh	TMEM16A inh	KCNK9 inh	KCNK3 inh	ANO1 activ	hERG rescue	MrgX1 PAM	MrgX1 ag	KCNQ1 act
O/N=C\c1cccn1-c1ccc(Br)cc1	i	i	i	i	i	i	i	-13	i	i	i
COc1ccc(C(C)=O)cc1COc1cc(C)c(Cl)c(C)c1	i	i	i	i	i	i	i	-6	i	i	i
CC(C)(C)c1cc(C(=O)N/N=C/c2ccccc2O)n(-c2ccccc2)n1	i	i	i	i	i	i	i	-6	i	i	i
Nc1nc(SCC(=O)Nc2ccc(Cl)cn2)n[nH]1	i	i	i	i	i	i	i	-7	i	i	i
CC(CO)Nc1nc(SCc2ccccc2)nc2sc3c(c12)CCC3 (centres undefined)	i	i	i	i	i	i	i	-9	i	i	i
Cc1ccc(S(=O)(=O)N(C)C)cc1NC(=O)CSc1ncn[nH]1	i	i	i	i	i	i	i	-12	i	i	i
CC(C)[C@H](NS(=O)(=O)/C=C/c1ccccc1)C(=O)OCC(=O)NC(N)=O	i	i	i	i	i	i	i	-11	i	i	i
Cc1ccccc1C(OCC(O)CN1CCC(C(N)=O)CC1)c1ccccc1 (centres undefined)	i	i	i	i	i	i	i	-3	i	i	i
COc1ccc(CCNC(=O)c2cc([N+](=O)[O-])ccc2N2CCOCC2)cc1	i	i	i	i	i	i	i	-10	i	i	i
CC(=O)Nc1ccccc1-c1nc2ccccc2nc1OCC(=O)c1ccc(Br)cc1	i	i	i	i	i	i	i	-5	i	i	i
CCOC(=O)c1sc(=S)n(C)c1NC(=O)c1ccc(F)cc1	i	i	i	i	i	i	i	-2	i	i	i
CCCCOc1ccc(OCCNS(=O)(=O)N(C)C)cc1	i	i	i	i	i	i	i	-7	i	i	i
N#CCCN(C(=O)COC(=O)COc1ccc(Cl)cc1)c1ccccc1	i	i	i	i	i	i	i	-8	i	i	i
CCC(C)NC(=O)CN1c2cccc3cccc(c23)S1(=O)=O (centres undefined)	i	i	i	i	i	i	-7.2*	-4	i	i	i
CC(=O)Nc1ccc(OCC=C(Cl)Cl)cc1	i	i	i	i	i	i	i	-4	i	i	i
Cc1ccc(-n2cccc2/C=C2/C(=N)N3C(=NC2=O)SN=C3S(C)(=O)=O)cc1	i	i	10*	i	i	i	i	-22	i	i	i
Cc1cccc(C)c1N(CC(=O)Nc1cc(Cl)ccc1Oc1ccccc1)S(C)(=O)=O	i	i	i	i	i	i	i	-8	i	i	i
CCOC(=O)c1ccc2c(c1)n(CCO)c(C)[n+]2CC	i	i	i	i	i	i	i	-8	i	i	i
CCN(CC)CCNC(=O)Cc1nn(CC)c(=O)c2ccccc12	i	i	i	i	i	i	i	0	i	i	i
Cc1cccc(Cl)c1NC(=O)N1CCCN(c2nc3ccc(Cl)cc3s2)CC1	i	i	i	i	i	i	i	-3	i	i	i
CCOC(=O)c1sc2nccc(N(C)C)c2c1N=CN(C)C	i	i	i	i	i	i	i	-5	i	i	i
O=C(CCCn1c(=O)c2sccc2n(Cc2cc(=O)n3ccccc3n2)c1=O)NCc1ccco1	i	i	i	i	i	i	i	2	i	i	i
COc1ccc(CN2C(=O)CCC2(C)C(=O)NC2CCCCC2)c(OC)c1 (centres undefined)	i	i	i	i	i	i	i	-2	i	i	i
CCOC(=O)/C(=C/c1c[nH]c2ccccc12)NC(C)=O	i	i	i	i	i	i	i	-8	i	i	i
CCc1cccc2c(C(=O)CN3C(=O)NC4(CCc5ccccc54)C3=O)c[nH]c12 (centres undefined)	i	i	i	i	i	i	i	-11	i	i	i
CC(O)CNc1nc(NCc2ccccc2)c2cnn(C)c2n1 (centres undefined)	i	i	i	i	i	i	i	1	i	i	i
COc1cccc(OC)c1C(=O)Nc1nc2ccc([N+](=O)[O-])cc2s1	i	i	i	i	i	i	i	-8	i	i	i
Fc1ccc(NC(=S)NCc2ccccc2Cl)cc1	i	i	i	i	i	i	i	-4	i	i	i
COc1cc(/C=C/CN2CCN(CCC(C)C)C(CCO)C2)ccc1O (centres undefined)	i	i	i	i	i	i	i	-10	i	i	i

Next section
SMILES	RGS4 block	RGS4 pot	KCNQ1 inh	TMEM16A inh	KCNK9 inh	KCNK3 inh	ANO1 activ	hERG rescue	MrgX1 PAM	MrgX1 ag	KCNQ1 act
c1ccc(-c2cc(-c3ccc(N4CCOCC4)cc3)nc3ccccc23)cc1	i	i	i	i	i	i	i	-2	i	i	i
Cc1nn(-c2ccc(C(F)(F)F)cn2)c(C)c1Oc1ccccc1O	i	i	i	i	i	i	-34*	-9	i	i	i
C#CCn1c(=NC(=O)c2ccc(Br)s2)sc2cccc(OC)c21	i	i	i	i	i	i	i	-6	i	i	i
Cc1cc(C)c(S(=O)(=O)N(C)CC(=O)NCc2ccncc2)c(C)c1	i	i	i	i	i	i	i	-9	i	i	i
S=C1NCN(C2CCCCC2)CN1CCc1ccccc1	i	i	i	i	i	i	i	-5	i	i	i
S=C(N/N=C/c1ccc2ncccc2c1)Nc1ccccc1	i	i	i	i	i	i	i	-8	i	i	i
Cc1ccc(NC(=O)Cc2nnc(SCC(=O)Nc3nncs3)n2C)cc1	i	i	i	i	i	i	i	-5	i	i	i
CC(C)C[C@H](N)C(=O)N1CCC(C(=O)N[C@H](C(=O)NC(C)c2ccccc2)C(C)C)CC1 (some centres undefined)	i	i	i	i	i	i	i	-6	i	i	i
O=C1C2CC(O)CN2C(=O)N1c1ccccc1 (centres undefined)	i	i	i	i	i	i	i	-8	i	i	i
O=C(O)/C=C\C(=O)NCc1ccccc1	i	i	i	i	i	i	i	-8	i	i	i
COc1ccc(CCNC(=O)C2CCCN(c3ncccn3)C2)cc1 (centres undefined)	i	i	i	i	i	i	i	-9	i	i	i
Cc1cccc(C(=O)NCC(=O)NC2CCC(C)CC2)c1 (centres undefined)	i	i	i	i	i	i	i	-14	i	i	i
CC1CC1C(=O)Nc1nc(-c2ccccn2)cs1 (centres undefined)	i	i	i	i	i	i	i	-3	i	i	i
O=C(c1ccco1)N1CCCC(c2nc3c(nnn3Cc3cccc(Cl)c3)c(=O)[nH]2)C1 (centres undefined)	i	i	i	i	i	i	i	-13	i	i	i
Cc1ccc2c(c1)CC(C)N2S(=O)(=O)c1nnc(NC(=O)CC(C)C)s1 (centres undefined)	i	i	i	i	i	i	i	-4	i	i	i
